# Screening data (PubChem)
# hIAP block = human IAP inhibition | P09923 | purified IAP, CDP-Star luminescence, 30 min | inhibition, % at 10 µM | 0.12% of 330,000 active | AID 2544;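 active = inhibition reaching a set limit with compound at 10 µM in the primary screen, cut at about 35% in these data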;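 note: plate controls were DMSO wells with enzyme for no effect and no-enzyme buffer wells for full effect; values of inactives mirror those of a sister screen read the other way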
# Target sequence (P09923 whole entry, looked up): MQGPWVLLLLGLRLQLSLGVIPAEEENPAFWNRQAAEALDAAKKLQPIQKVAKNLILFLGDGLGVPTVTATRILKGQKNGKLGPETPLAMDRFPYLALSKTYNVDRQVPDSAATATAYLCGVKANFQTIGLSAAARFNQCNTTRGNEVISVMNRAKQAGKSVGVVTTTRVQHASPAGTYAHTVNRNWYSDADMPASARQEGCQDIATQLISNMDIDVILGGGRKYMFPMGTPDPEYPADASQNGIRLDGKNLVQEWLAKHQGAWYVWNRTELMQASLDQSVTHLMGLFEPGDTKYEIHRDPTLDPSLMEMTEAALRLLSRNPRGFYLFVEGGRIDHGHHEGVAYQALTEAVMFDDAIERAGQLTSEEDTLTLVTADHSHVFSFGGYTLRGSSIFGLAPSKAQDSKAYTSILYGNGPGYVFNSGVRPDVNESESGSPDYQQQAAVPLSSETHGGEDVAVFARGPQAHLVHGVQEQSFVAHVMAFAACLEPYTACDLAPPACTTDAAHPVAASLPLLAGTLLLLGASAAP
# APOBEC3A inh = inhibitors of human APOBEC3A DNA deaminase; P31941; recombinant A3A, FAM/TAMRA ssDNA deamination fluorescence; inhibition, % at 20 µM; 0.41% of 330,000 active; AID 493011;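 active = at least 40% inhibition at 20 µM here, with at most 30% in a related deaminase screen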;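 note: plate controls were A3A with DMSO for no effect and wells lacking A3A enzyme for full effect; some results filed as inactive read as strong as hits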
# Target sequence (P31941 whole entry, looked up): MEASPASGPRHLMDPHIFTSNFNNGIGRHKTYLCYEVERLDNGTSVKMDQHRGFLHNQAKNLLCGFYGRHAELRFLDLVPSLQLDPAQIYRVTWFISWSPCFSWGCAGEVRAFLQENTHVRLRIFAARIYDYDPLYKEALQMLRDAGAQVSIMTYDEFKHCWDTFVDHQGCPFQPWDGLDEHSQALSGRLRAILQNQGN
# MPTP block = blocks calcium-induced mitochondrial swelling | inhibition, % at 10 µM | isolated mouse mitochondria, Ca2+ swelling absorbance, 30 min | 1.4% of 360,000 active;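 active = inhibition of 50% or more, scaled per plate between neutral and stimulator controls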;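 note: 0% = DMSO wells given calcium and 100% = 1 mM EGTA wells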
# hIAP activ = increases human intestinal alkaline phosphatase activity. purified human IAP, CDP-Star luminescence, 30 min; hits give high values; 1 = vehicle-only enzyme, 0 = enzyme-free background. activation factor at 10 µM. 0.16% of 330,000 active;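 active = activation factor of the enzyme at least 2-fold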; note: the source names both 10 and 20 µM as test concentration; values of inactives mirror those of a sister screen read the other way
# APOBEC3G inh = inhibitors of human APOBEC3G DNA deaminase. AID 493012. recombinant A3G, ssDNA deamination FAM/TAMRA fluorescence. 0.28% of 330,000 active. Q9HC16. inhibition, % at 20 µM;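 active = inhibition of at least 40% at 20 µM, with no more than 30% in the related APOBEC3A deaminase screen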;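 note: plate controls were DMSO wells with A3G for no effect and wells lacking A3G enzyme for full effect; some compounds called inactive have numbers as strong as hits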
# NR3A LBD binder = modulators (binders) of human NR3A ligand-binding domain | 2.5% of 340,000 active | AID 1259313 | Tm shift relative to glycine control, % at 25 µM | NR3A LBD differential scanning fluorimetry, Tm shift; 0% = protein alone, 100% = glycine-bound protein;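 active = melting temperature shift of at least 10% of the positive control shift, at one fixed dose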
# mIAP block = blocks mouse intestinal alkaline phosphatase. AID 2806. 0.2% of 330,000 active. purified mouse IAP, CDP-Star luminescence, 30 min. inhibition, % at 10 µM;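 active = inhibition of at least 40% at 10 µM in the primary screen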;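 note: plate controls were DMSO with enzyme for no effect and no enzyme wells for full effect; values of inactives mirror those of a sister screen read the other way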
# mIAP act = increases mouse intestinal alkaline phosphatase activity | muIAP, CDP-Star luminescence, 30 min; hits give high values; 1 = vehicle-only enzyme signal, 0 = enzyme-free wells | activation factor at 10 µM | 0.24% of 330,000 active;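 active = activation factor of at least 2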; note: the source names both 10 and 20 µM as test concentration; values of inactives mirror those of a sister screen read the other way
#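 System: Mouse IAP enzyme | Also added: CDP-Star substrate | Dosing: Compounds dispensed in DMSO | Schedule: 30 min enzyme-substrate-compound incubation at room temperature | Technique: Chemiluminescence readout | Control set: DMSO-only wells and no-enzyme negative control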
# beta cell repl = inducers of beta-cell replication in MIN6 cells | MIN6 cells proliferation, ATPlite luminescence, 48 h; cells starved in 0.2% serum; 100% = growth in 10% serum | proliferation, % at 10 µM | 0.29% of 330,000 active;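 active = compounds whose signal lies at least 3.5 SD above the mean of all wells on their plate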;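 note: 0% = DMSO-treated cells in low-serum medium and 100% = 10% serum control; some compounds called inactive have numbers as strong as hits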
# Active calls of the source: *; · = no result given.
no.	smiles	APOBEC3G inh	hIAP block	APOBEC3A inh	beta cell repl	mIAP block	NR3A LBD binder	hIAP activ	MPTP block	mIAP act
1	Cc1cccc(C)c1NC(=O)C(NS(=O)(=O)c1cccs1)c1ccccc1 (centres undefined)	7	4	-1	0	-4	1	0.95	-0.2	1
2	O=C1COc2ccc(C(=O)COC(=O)c3ccc4ccccc4n3)cc2N1	-5	-9	2	-5	0	0	1.1	2.9	1
3	CC(OC(=O)CNC(=O)c1cccc(F)c1)C(=O)NC1CCCCC1C (centres undefined)	-10	2	-2	0	-5	0	0.98	-0.8	1.1
4	Cc1ccc(C2=NN(C(=O)CCC(=O)O)C(c3cccc([N+](=O)[O-])c3)C2)cc1 (centres undefined)	4	-18	-8	-1	-7	-2	1.2	-1.2	1.1
5	O=C(CCc1nnc(Cc2ccc(-c3ccccc3)cc2)o1)N1CCCC1	-7	1	-8	-1	0	0	0.99	0.2	1
6	CN1OC(c2ccccc2)=C(CO)C1c1ccccc1 (centres undefined)	-3	2	-2	-1	13	-4	0.98	-0.5	0.87
7	COc1ccc(OCc2cc(C(=O)NC3CCOC(C)(C)C3)no2)c2ccccc12 (centres undefined)	3	-2	2	-4	-1	·	1	-0.1	1
8	COc1ccc(NC(=O)C2C3CCC4C(CCC32)C4(Cl)Cl)cc1 (centres undefined)	-4	-3	1	-4	2	-11	1	1.7	0.98
9	Cc1ccccc1CNCc1ccc2c(c1)OCO2	2	-4	0	1	-2	1	1	-2.1	1
10	COc1nc(OC)nc(Oc2ccc([N+](=O)[O-])cc2Cl)n1	-3	4	0	0	2	-2	0.95	-0.7	0.98
11	COc1ccccc1NS(=O)(=O)c1ccc(NC(=O)CCNC(=O)c2ccco2)cc1	-6	3	-1	-1	0	-2	0.97	-0.2	0.99
12	Cc1onc(-c2c(Cl)cccc2Cl)c1/C(N)=N/OC(=O)C(C)(C)C	-9	-6	-1	0	0	6	1.1	-2.5	1
13	O=C(c1cccc(C(F)(F)F)c1)N(c1ccccn1)C1CCCCC1	-2	-2	0	-2	4	-2	1	-0.4	0.96
14	CC(=O)Nc1ccc(S(=O)(=O)NCC(=O)OCC(=O)N2CCCc3ccccc32)cc1	-4	-15	-1	-1	-3	-4	1.1	0.7	1
15	CC(=O)Nc1ccc(C2=NN(Cc3nnc(-c4ccccc4)o3)C(=O)SC2)cc1	-1	7	0	0	2	-4	0.93	-1.4	0.97
16	COc1ccc(NC(=O)NN(C(=O)c2ccccc2)C(C)(C)C)cc1	-5	-2	2	-3	-12	-3	1	1.3	1.1
17	CCOC(=O)c1cnc(SCC(=O)N2CCC(C(N)=O)CC2)nc1N	-7	-1	0	-2	5	1	1	0.0	0.95
18	COc1ccc(Cc2nnc(NC(=O)CS(=O)(=O)c3ccccc3)s2)cc1OC	-5	-20	-3	1	-4	-3	1.2	1.7	1
19	COc1ccccc1C(=O)COC(=O)c1cnc(C)cn1	-8	14	-1	2	5	0	0.86	-0.4	0.95
20	CC(C)CNC(=O)CN(C1CCCCC1)S(C)(=O)=O	3	-41	5	0	-9	2	1.4	-0.9	1.1
21	COc1cc(NC(=O)c2ccc([N+](=O)[O-])o2)ccc1NC(=O)c1cccs1	-5	-3	-7	-6	-2	24*	1	1.0	1
22	O=c1[nH]c(N2CCOCC2)nc2ccccc12	-7	8	-4	2	-2	-2	0.92	-1.2	1
23	O=C(Cc1ccc(Cl)c(Cl)c1)Nc1ccccc1N1CCOCC1	-4	0	8	-2	6	-3	1	20	0.94
24	COC(=O)c1ccc(N2CCN(C(=O)c3ccccc3)CC2)c(NC(C)=O)c1	-6	-18	-1	-1	-4	0	1.2	-0.2	1
25	CCC(=O)Nc1ccc2nc(C3CC3)n(Cc3ccccc3)c(=O)c2c1	1	-10	1	-2	-4	2	1.1	0.4	1
26	CC(=O)Nc1ccccc1NC(=O)c1ccc(C)cc1C	-2	0	-1	4	5	-4	1	-0.3	0.95
27	CC[C@@H](C)CN1C(=O)N[C@@H](c2ccccc2)C(C(C)=O)=C1C	5	-3	28	7	7	1	1	1.2	0.93
28	COc1ccccc1NC(=O)CSc1nc2ccccc2nc1N1CC(C)OC(C)C1 (centres undefined)	-13	-3	-6	-7	-1	-28	1	0.2	1
29	CCOC(=O)c1cc(CC)sc1/N=C/c1c(O)ccc2ccccc12	12	-6	-1	-2	21	-1	1.1	-8.4	0.79
30	O=C(NCc1ccc2c(c1)OCO2)c1ccc(CS(=O)(=O)Cc2cccc(Cl)c2)o1	-3	-15	-2	-3	-18	1	1.2	3.2	1.2
31	CCOc1ccc(/C=N/NC(=O)Cn2ccnc2C)cc1	3	25	1	-1	9	-1	0.75	-0.8	0.91
32	O=C(COC(=O)CSc1ccc([N+](=O)[O-])cc1)NCC1CCCO1 (centres undefined)	0	-33	0	-6	1	5	1.3	-0.1	0.99
33	Cc1ccc(Oc2ccc(Cl)cc2N)cc1	-2	4	5	-1	-9	-2	0.96	1.1	1.1
34	COC(=O)NNC(=O)COc1cc(C)c(Br)cc1C(C)C	-4	-17	-1	-3	-8	0	1.2	0.2	1.1
35	CN1C2CCC1/C(=C\c1ccc(F)cc1)C(=O)/C2=C/c1ccc(F)cc1	-10	5	-4	-6	-2	-2	0.95	1.6	1
36	Cc1ccc2c(c1)N(CC(=O)N1CCOCC1)C(=O)C(C)O2 (centres undefined)	-4	7	4	0	-5	1	0.93	1.6	1.1
37	O=C(NCc1cccnc1)c1c(O)c2cccc3c2n(c1=O)CCC3	-17	5	-7	-6	-13	-1	0.95	-2.5	1.1
38	CCOc1cccc(NC(=O)C2CCCN(S(=O)(=O)c3ccc(-n4cnnn4)cc3)C2)c1 (centres undefined)	-1	3	0	1	-2	-3	0.97	0.5	1
39	OC1(CN2CCOCC2)C2CN3CCN(C2)CC1(c1ccccc1)C3 (centres undefined)	-6	-5	-5	-2	-9	-3	1	-0.2	1.1
40	Cc1ccn2c(=O)nc(SCc3cccc(C(F)(F)F)c3)nc2c1	-4	5	1	-2	-2	-3	0.95	2.3	1
41	NS(=O)(=O)c1ccc(CCNC(=O)c2ccccc2[N+](=O)[O-])cc1	-7	-7	-6	0	-6	-1	1.1	0.9	1.1
42	O=C(COC(=O)c1ccc([N+](=O)[O-])cc1)Nc1ccccc1C(=O)NC1CC1	-2	2	-1	-4	-3	1	0.98	-1.0	1
43	O=C(CSc1nnc(-c2ccncc2)n1Cc1ccco1)Nc1ccccc1F	-9	1	-2	-3	12	-1	0.99	3.8	0.88
44	CCc1nnc(NC(=O)Cc2cccs2)s1	10	8	20	0	-8	-1	0.92	-2.0	1.1
45	O=C(Oc1ccc2c(c1)OCC2=O)c1ccccc1	-4	20	-5	-2	-4	0	0.8	-0.7	1
46	CCOc1ccccc1/C=C/c1onc(C)c1S(=O)(=O)N1CCC(C(=O)NC)CC1	-4	10	-5	-2	10	2	0.9	-0.2	0.9
47	O=[N+]([O-])c1cc(Cl)ccc1Sc1ccccn1	-5	12	-4	0	11	3	0.88	1.1	0.89
48	CCOc1ccc(Br)cc1S(=O)(=O)Nc1ccc(C(=O)Nc2ccc(C)cc2)cc1	-7	15	-2	0	3	18*	0.85	-3.6	0.97
49	O=C(CSc1nc2ccccc2[nH]1)NCc1ccc2c(c1)OCO2	-6	10	2	3	4	-6	0.9	1.5	0.96
50	COc1ccc(S(=O)(=O)N(C)c2ccc(OC(=O)C(C)Oc3ccc(F)cc3)cc2)cc1 (centres undefined)	-6	-15	1	-1	8	2	1.1	2.0	0.92

# (cont.)
no.	smiles	APOBEC3G inh	hIAP block	APOBEC3A inh	beta cell repl	mIAP block	NR3A LBD binder	hIAP activ	MPTP block	mIAP act
51	COCCN(Cc1nc(-c2ccc(-c3ccccc3)cc2)oc1C)C(C)C	-3	-8	-3	-4	-1	-3	1.1	1.0	1
52	CCOC(=O)/C=c1\s/c(=C(\C#N)C(N)=O)n(-c2ccccc2)c1=O	3	-10	2	-2	6	1	1.1	1.0	0.94
53	O=C(Cn1cnc2c(cnn2-c2ccccc2)c1=O)NCc1ccccc1	-1	-15	5	-2	-16	3	1.1	0.1	1.2
54	CCOC(=O)c1[nH]c2cc3c(cc2c1NC(=O)CN1CCCC1)OCO3	-6	1	-3	-1	2	2	0.99	1.6	0.98
55	S=C1Cc2ccccc2C(c2ccc(Cl)cc2)N1 (centres undefined)	-3	6	-2	-6	-3	1	0.94	1.6	1
56	Cc1c(Cl)ccc2c1NC(=O)[C@]21N[C@@H](Cc2ccccc2)[C@H]2C(=O)N(c3ccc(F)cc3)C(=O)[C@H]21	-6	-11	-2	-1	3	13*	1.1	4.5	0.97
57	COc1cccc(C(=O)N2CCN(S(=O)(=O)Cc3ccccc3)CC2)c1	-8	5	-3	0	8	-4	0.95	-0.2	0.92
58	O=C(COC(=O)CCc1c[nH]c2ccccc12)NCc1ccc2c(c1)OCO2	-9	0	-2	-3	2	1	1	-0.8	0.97
59	CC(NC(=O)c1ccccc1Cl)C(=O)Nc1ccc2c(c1)OCO2 (centres undefined)	2	0	1	1	4	0	1	-2.0	0.95
60	CCC(C)NC(=O)c1c(N)n(/N=C/c2ccccn2)c2nc3ccccc3nc12 (centres undefined)	0	-3	2	-6	-2	4	1	0.7	1
61	CC1(C)C(=O)NCCN1C(=O)CC1C(=O)NCCN1Cc1cccc(C(F)(F)F)c1 (centres undefined)	-9	-8	-5	-2	-8	1	1.1	-1.8	1.1
62	CN(C)c1nc(Oc2ccc(=O)[nH]n2)nc(N2CCOCC2)n1	-1	-14	-1	1	-5	-1	1.1	-0.2	1
63	Cc1ccccc1N(CC(=O)NCc1ccco1)C(=O)CNS(=O)(=O)c1ccc(F)cc1	8	-2	1	0	0	0	1	-0.3	0.99
64	COc1cc(C=O)ccc1OCCCCOc1ccccc1[N+](=O)[O-]	-3	-4	-2	-1	4	3	1	-2.5	0.96
65	C[C@H](NC(=O)OC(C)(C)C)C(=O)NCC1CCC(C(=O)O)CC1 (some centres undefined)	-2	9	2	-2	-2	-2	0.91	-1.8	1
66	CCCn1nc(C(=O)Nc2ccc(-n3cnnn3)cc2)c2ccccc2c1=O	-9	-21	-2	2	11	0	1.2	22	0.89
67	CCOc1ccc(NC(=O)CCn2c(=S)oc3ccccc32)cc1	4	8	5	4	-7	-2	0.92	-0.1	1.1
68	COc1ccccc1C(CNC(=O)c1cccc(NS(=O)(=O)c2ccc(C)c(F)c2)c1)N(C)C (centres undefined)	4	-8	1	-1	-6	1	1.1	-1.3	1.1
69	COc1ccccc1OCCNS(=O)(=O)c1ccc2oc3ccccc3c2c1	-4	-1	4	-5	-5	-14	1	21	1
70	COc1ccc(CCNC(=O)CSCC(=O)Nc2cc(S(C)(=O)=O)ccc2Cl)cc1	8	-3	3	-2	1	-2	1	0.2	0.99
71	COc1ccc(C/C(N)=N/OC(=O)COc2ccccc2C)cc1	-6	7	1	0	5	11*	0.93	-0.1	0.95
72	COc1cccc(-c2nc(CS(=O)CC(=O)NCc3ccc4c(c3)OCO4)c(C)o2)c1 (centres undefined)	0	3	0	-4	-3	-3	0.97	-0.2	1
73	CCC(Oc1ccccc1)C(=O)Nc1ccc(S(=O)(=O)Nc2ncccn2)cc1 (centres undefined)	2	14	3	0	-8	-1	0.86	0.2	1.1
74	COc1cccc(N2CCN(C(=O)CCSCc3ccccc3F)CC2)c1	-2	3	-3	-2	7	1	0.97	0.4	0.93
